Assay outcomes from PubChem.
Growth percent in the NCI-60 one-dose screen (48 h, 10 µM unless noted): 100 = growth as untreated, 0 = no growth, -100 = all killed.
SNB-75: SNB-75 CNS cancer; 79,000 tested, 5% active; AID 1794750
HCC-2998: HCC-2998 colon cancer; 79,000 tested, 4.7% active
SF-539: SF-539 CNS cancer; 81,000 tested, 6.8% active; AID 1794752
DU-145: DU-145 prostate cancer; AID 1794760; 81,000 tested, 4.2% active
U251: U251 CNS tumor cells; 80,000 tested, 5.4% active
PC-3: PC-3 prostate cancer cells | AID 1794754 | 80,000 tested, 3.9% active
SF-295: SF-295 CNS cancer cells | 79,000 tested, 5.6% active | AID 1794758
SF-268: SF-268 CNS cancer cells. 82,000 tested, 3.1% active. AID 1794759
SNB-19: SNB-19 CNS cancer cells; 81,000 tested, 2.5% active; AID 1794751
Starred values were filed as active, the others as inactive; · = not tested or not shown. The calls were made as follows: active = growth percent below 10; inactive = the rest.

1) CC(=O)Nc1ccc(-c2ccc(NC(C)=O)c(O)c2)cc1O
2) CS(=O)(=O)OCCN(CCOS(C)(=O)=O)c1cccc(Cl)c1
3) CC(COc1ccccc1)OC(=O)Nc1ccccc1 (configuration not stated)
4) CCOC(=O)CC(C#N)c1ccc([N+](=O)[O-])cc1 (configuration not stated)
5) Cc1cc2c(C(C)C)c(O)c(O)c(C=NCCCS(=O)(=O)O)c2c(O)c1-c1c(C)cc2c(C(C)C)c(O)c(O)c(C=NCCCS(=O)(=O)O)c2c1O
6) NS(=O)(=O)c1ccc(CCn2c(SCC(=O)c3ccc(Br)cc3)nc3ccccc3c2=O)cc1
compound no.,1,2,3,4,5,6
SNB-75,98,79,83,108,72,88
HCC-2998,99,105,100,105,67,98
SF-539,97,82,100,119,89,101
DU-145,115,127,110,109,72,104
U251,98,107,96,95,45,103
PC-3,101,104,97,108,42,102
SF-295,106,100,108,117,44,98
SF-268,105,104,101,107,56,100
SNB-19,108,·,106,104,50,98

Some of these compounds in order of length of the SMILES, ascending.
3) CC(COc1ccccc1)OC(=O)Nc1ccccc1 (configuration not stated)
1) CC(=O)Nc1ccc(-c2ccc(NC(C)=O)c(O)c2)cc1O
5) Cc1cc2c(C(C)C)c(O)c(O)c(C=NCCCS(=O)(=O)O)c2c(O)c1-c1c(C)cc2c(C(C)C)c(O)c(O)c(C=NCCCS(=O)(=O)O)c2c1O
compound no.,3,1,5
SNB-75,83,98,72
HCC-2998,100,99,67
SF-539,100,97,89
DU-145,110,115,72
U251,96,98,45
PC-3,97,101,42
SF-295,108,106,44
SF-268,101,105,56
SNB-19,106,108,50

Later entries:
7) O=c1[nH]c2ccccc2c2nc3ccccc3c(=O)n12
8) Nn1c(-c2cccc(O)c2)nnc1-c1cccc(O)c1
9) COc1cnc2c(c1)C(=O)c1c-2n(CCCNC2=NCCS2)c(=O)c2cc(Cl)ccc12
10) CN1CN(NC(=O)Nc2ccccc2)C(=O)c2ccccc21
11) CCOc1c2ccc(Cl)cc2nc2ccc(OC)cc12
12) COC1=NC2=NCCN2C(OC)=N1
compound no.,7,8,9,10,11,12
SNB-75,84,82,58,116,75,82
HCC-2998,102,96,-36*,122,110,101
SF-539,92,109,-84*,106,91,·
DU-145,113,119,-77*,139,102,118
U251,95,100,-90*,116,90,108
PC-3,98,91,20,105,75,99
SF-295,103,100,-94*,104,84,106
SF-268,99,111,-49*,119,94,106
SNB-19,96,95,-30*,105,83,103

13) CCCSc1nc(N)nc2c1ncn2C1OC(CO)C(O)C1O (configuration not stated)
14) O=c1oc2ccc(Cl)cc2cc1-c1nn(-c2ccccc2)cc1-c1nn[nH]n1
15) O=C(OC(c1ccccc1)c1nccc2ccccc12)c1ccccc1 (configuration not stated)
16) COc1ccccc1/C=N/NC(=O)O
17) CN1NC(=O)c2ccccc2NC1=S
18) Cc1cc(NC(=O)Nc2cc(F)ccc2F)no1
compound no.,13,14,15,16,17,18
SNB-75,100,88,78,74,79,81
HCC-2998,109,106,118,96,100,104
SF-539,101,98,106,94,100,86
DU-145,107,113,102,105,116,112
U251,97,98,91,98,105,99
PC-3,96,95,84,74,106,99
SF-295,110,107,93,98,103,·
SF-268,108,104,95,99,114,109
SNB-19,102,100,114,99,104,92

19) COC(=O)Cn1c(-c2ccc(C)o2)nc2cc3nc4ccccc4nc3cc21
20) Cc1c(C(=O)c2ccc3c(c2)OCO3)ccc2c1OCO2
21) COc1cc(C2C3=C(COC3=O)N(CCO)c3cc4c(cc32)OCO4)cc(OC)c1O (configuration not stated)
22) COc1ccc(OC)c2ncccc12
23) CCOP(=O)(CCCCCCP(=O)(OCC)OCC)OCC
24) CCCCOCCOC(=O)c1ccccc1C(=O)OCCOCCCC
compound no.,19,20,21,22,23,24
SNB-75,114,82,-11*,89,93,82
HCC-2998,106,87,28,103,111,87
SF-539,110,97,13,102,86,106
DU-145,105,104,11,112,115,103
U251,102,89,21,·,102,104
PC-3,97,86,29,92,114,108
SF-295,104,97,8.1*,95,·,103
SF-268,100,100,51,102,115,97
SNB-19,107,90,42,110,103,104

25) Cc1nn(-c2ccc(F)cc2)c2ncnc(NN)c12
26) Cc1cccc(CC2(O)C(=O)Nc3ccccc32)n1 (configuration not stated)
27) CCC(=CCC1=C(O)c2ccccc2C(=O)C1=O)CC
28) COc1cc(OC)c(S(N)(=O)=O)cc1C1=NN(C(C)=O)C(c2ccc(Cl)cc2)C1 (configuration not stated)
29) CC1(C)OC2C(CO)OC(n3cnc4c(=S)nc[nH]c43)C2O1 (configuration not stated)
30) COc1ccc(C2N=C(SCC(=O)Nc3ccc(S(N)(=O)=O)cc3)NC(C)=C2C(C)=O)cc1 (configuration not stated)
compound no.,25,26,27,28,29,30
SNB-75,101,93,77,86,91,83
HCC-2998,95,95,82,99,102,102
SF-539,101,105,40,97,95,97
DU-145,101,104,96,103,106,107
U251,90,106,56,97,103,99
PC-3,86,102,70,103,105,115
SF-295,104,99,69,101,99,96
SF-268,74,102,60,103,103,106
SNB-19,89,104,60,99,103,96

31) Cn1cc(/C=c2\sc3nc4ccccc4n3c2=O)c2ccccc21
32) NC(N)=Nc1ccc(Oc2cccc(NC(N)=Nc3ccc(Cl)c(C(F)(F)F)c3)c2)cc1
33) CC(C)C(C)(O)c1ccccc1 (configuration not stated)
34) C=C1C(=O)O[C@H]2[C@H]1CC/C(COC(=O)C(C)c1ccc(CC(C)C)cc1)=C\CC[C@@]1(C)O[C@@H]21 (some centres not stated)
35) N#Cc1c(-c2ccc(F)cc2)nc(N=Nc2c(O)[nH]c3ccccc23)nc1N1CCOCC1
36) O=C(O)/C=C/c1ccc([N+](=O)[O-])cc1Cl
compound no.,31,32,33,34,35,36
SNB-75,55,65,102,57,23,100
HCC-2998,91,66,106,72,96,110
SF-539,38,49,109,22,86,110
DU-145,83,75,101,47,69,109
U251,90,23,101,1.4*,27,105
PC-3,81,6.4*,102,16,64,91
SF-295,71,58,100,83,70,·
SF-268,59,22,102,34,77,115
SNB-19,93,14,99,64,70,110

An excerpt of these results, with values under each structure:
Each structure is followed by: SNB-75, HCC-2998, SF-539, DU-145, U251, PC-3, SF-295, SF-268, SNB-19
#33 CC(C)C(C)(O)c1ccccc1 (configuration not stated)
  102, 106, 109, 101, 101, 102, 100, 102, 99
#34 C=C1C(=O)O[C@H]2[C@H]1CC/C(COC(=O)C(C)c1ccc(CC(C)C)cc1)=C\CC[C@@]1(C)O[C@@H]21 (some centres not stated)
  57, 72, 22, 47, 1.4*, 16, 83, 34, 64

Going on with the list.
37) COc1ccc(OC)c(-c2c(C#N)c(-c3ccccc3)nc3c2c(-c2ccccc2)nn3-c2ccccc2)c1
38) CCc1c(C)c2cc3nc(-c4ccc(OC)cc4)oc3c(C)c2oc1=O
39) Cc1cc(Nc2nc(N3CCN(C)CC3)nc3ccccc23)n[nH]1
40) CCCCCCCCCCCCCCCCCCC(CO)CO
41) NNc1ccc(-c2ccccc2)cc1
42) CCCCCC(=O)OC1CCC(C(C)C)CC1 (configuration not stated)
compound no.,37,38,39,40,41,42
SNB-75,72,83,-16*,104,108,91
HCC-2998,108,103,88,100,98,110
SF-539,95,91,76,112,98,105
DU-145,103,106,88,104,115,107
U251,99,92,·,93,100,95
PC-3,83,68,72,99,93,95
SF-295,102,91,74,99,103,107
SF-268,91,104,67,97,107,104
SNB-19,92,105,91,105,98,110

43) CCCCOc1nc2ccc(C)cc2cc1/C=C/C(=O)/C=C1/CC(c2cc3cc(C)ccc3nc2OCCCC)Nc2ccccc2N1 (configuration not stated)
44) COc1ccc(Nc2ncnc3c2sc2ncccc23)cc1
45) CCCCCCc1ccc(C(=O)Nc2ccc(C)cc2C(=O)O)cc1
46) O=C1c2c(c3c4ccccc4[nH]c3c3ccc4ccccc4c23)C(=O)N1CCN1CCNCC1
47) CC1(C)CC(=O)C2=C(C1)OC(C(=O)c1ccc(Cl)cc1)C2c1cccc(Oc2ccccc2)c1 (configuration not stated)
48) c1ccc(-c2nn[nH]n2)c(-c2ccc(Cn3cnnc3)cc2)c1
compound no.,43,44,45,46,47,48
SNB-75,99,85,98,85,76,·
HCC-2998,107,108,116,74,92,88
SF-539,105,99,93,83,83,·
DU-145,102,115,105,8.1*,88,125
U251,94,98,99,-11*,62,95
PC-3,99,88,82,57,42,100
SF-295,99,90,89,89,57,95
SF-268,103,116,103,80,60,122
SNB-19,98,106,93,74,72,96

49) O=C1NC(=O)c2cc(C(F)(F)F)ccc21
50) C#CCOC(=O)/C=C/c1cn(-c2ccccc2)nc1-c1ccccc1
51) NC(N)=N/N=C(\C(=N\N=C(N)N)c1ccccc1)c1ccccc1
52) Cc1cccc[n+]1CC(O)C[n+]1ccccc1C
53) CCC1(c2ccccc2)CN(C)C1=O (configuration not stated)
54) CCn1c(SCC(=O)Nc2cccc(C(=O)/C=C/c3ccc(OC)c(OC)c3)c2)nc2ccccc2c1=O
compound no.,49,50,51,52,53,54
SNB-75,97,86,76,104,99,99
HCC-2998,122,105,111,97,104,97
SF-539,108,98,88,100,100,91
DU-145,109,97,109,110,103,100
U251,111,92,107,91,101,100
PC-3,100,88,107,71,96,93
SF-295,·,98,99,99,100,105
SF-268,116,91,108,102,100,97
SNB-19,117,97,103,102,97,89

55) CC(C)c1ccc(\C=N/N=C(N)/C(N)=N\N=C/c2ccc(C(C)C)cc2)cc1
56) CC(=O)Nc1c(I)c(C(=O)O)c(I)c(N(C)C(C)=O)c1I
57) O=C(O)C(c1ccccc1)N1C(=O)/C(=C/c2ccc(O)c(O)c2)SC1=S (configuration not stated)
58) Cc1cnc(-c2ccc(-c3ccc(NC(=O)Nc4c(F)cc(F)cc4F)cc3F)c3c2C(=O)NC3)[nH]1
59) O=C(Nc1cc(Cl)cc(Cl)c1)Nc1ccc2oc(=O)ccc2c1
60) CCNCCNc1cc(-c2ccc(C(F)(F)F)cc2)c(C#N)c2nc3ccccc3n12
compound no.,55,56,57,58,59,60
SNB-75,118,92,97,17,39,-96*
HCC-2998,113,106,103,60,27,-100*
SF-539,99,105,102,56,23,-88*
DU-145,101,126,110,7.8*,17,-95*
U251,101,106,100,8.2*,6.2*,-87*
PC-3,88,95,109,40,1.8*,-73*
SF-295,87,142,106,59,3.5*,-73*
SF-268,101,122,101,39,25,-75*
SNB-19,94,108,99,42,13,-78*

61) CC1CC(=O)N(CCc2ccccc2)C(=O)C1
62) CN(C)CCCNC(=O)C1COc2ccccc2O1 (configuration not stated)
63) COc1cc(C2=N/C(=C\c3cc4ccc(OCc5ccccc5)cc4nc3OC)C(=O)N2)cc(OC)c1OC
64) COc1ccc(C(=O)c2sc3sc(C(=O)c4ccc(OC)cc4)c(N)c3c2N)cc1
65) COc1ccc(Nc2nccc(Nc3ccc4[nH]ncc4c3)n2)cc1
66) OC(CBr)C(O)CBr (configuration not stated)
67) CC(=O)OCc1cc2c(cc1[N+](=O)[O-])OCO2
68) Nc1nc2c(c3ncccc13)C(c1ccccc1)Cc1ncccc1-2 (configuration not stated)
compound no.,61,62,63,64,65,66,67,68
SNB-75,102,97,68,95,66,86,97,71
HCC-2998,125,110,102,·,63,81,99,82
SF-539,108,105,98,·,69,102,97,78
DU-145,123,107,85,106,32,98,110,103
U251,101,93,92,99,36,94,103,72
PC-3,100,100,91,99,13,85,101,74
SF-295,105,103,107,87,48,120,94,67
SF-268,115,108,92,102,47,91,103,86
SNB-19,99,104,86,107,60,96,100,92

As a working copy, part of the list above.
64) COc1ccc(C(=O)c2sc3sc(C(=O)c4ccc(OC)cc4)c(N)c3c2N)cc1
65) COc1ccc(Nc2nccc(Nc3ccc4[nH]ncc4c3)n2)cc1
66) OC(CBr)C(O)CBr (configuration not stated)
compound no.,64,65,66
SNB-75,95,66,86
HCC-2998,·,63,81
SF-539,·,69,102
DU-145,106,32,98
U251,99,36,94
PC-3,99,13,85
SF-295,87,48,120
SF-268,102,47,91
SNB-19,107,60,96
